FXIa inh = human FXIa protease inhibitors, primary screen, biochemical, single compound per well | 33,000 compounds, 0.3% hits | purified human FXIa, fluorogenic AMC substrate cleavage | inhibition, % at 10 µM;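 active = inhibition above 40% in the primary screen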;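 note: 0% = enzyme without compound and 100% = blank wells lacking enzyme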
Target sequence (P03951 19-387 limits assumed): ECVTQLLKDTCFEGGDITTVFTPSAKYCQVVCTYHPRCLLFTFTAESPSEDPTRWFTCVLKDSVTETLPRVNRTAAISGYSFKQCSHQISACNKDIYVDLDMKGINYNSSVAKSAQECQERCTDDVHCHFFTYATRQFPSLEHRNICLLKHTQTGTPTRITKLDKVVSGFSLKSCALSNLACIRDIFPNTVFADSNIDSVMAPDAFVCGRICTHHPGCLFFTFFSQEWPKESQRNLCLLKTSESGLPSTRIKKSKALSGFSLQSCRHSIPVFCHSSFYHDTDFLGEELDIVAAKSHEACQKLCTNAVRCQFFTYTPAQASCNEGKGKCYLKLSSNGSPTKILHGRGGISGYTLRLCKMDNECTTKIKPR
Target sequence (P03951 388-625 limits assumed): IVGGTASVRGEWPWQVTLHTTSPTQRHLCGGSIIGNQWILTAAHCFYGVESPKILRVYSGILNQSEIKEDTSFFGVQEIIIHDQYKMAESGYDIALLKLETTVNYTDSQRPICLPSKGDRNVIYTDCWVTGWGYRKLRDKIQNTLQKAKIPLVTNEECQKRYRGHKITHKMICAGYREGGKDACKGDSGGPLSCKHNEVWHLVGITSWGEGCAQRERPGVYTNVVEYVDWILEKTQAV
FXIIa single = human FXIIa protease inhibitors, primary screen, biochemical, single well. AID 701, 2007. 33,000 compounds, 0.2% hits. Coagulation factor XII (Homo sapiens), P00748. purified human FXIIa, AMC substrate fluorescence, 2 h. inhibition, % at 10 µM; in the data active = inhibition above about 30%;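 note: 0% = enzyme with vehicle only and 100% = no enzyme blank; many of its hits are not listed in these tables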
Numbers without * were called inactive.

Preview:
SMILES	FXIa inh	FXIIa single
COc1cccc(CC(NC(C)=O)C(=O)NC2CCN(S(=O)(=O)c3ccc4ccccc4c3)CC2)c1 (stereo not drawn)	-2.0	-1.5
CCn1c(SCC(=O)Nc2cc(C)on2)nnc1-c1ccccc1	-1.7	2.6
Cc1ccc2[nH]c(-c3ccccc3)c(CN(C)C)c(=O)c2c1	24.7	-14.0
CCOCCCNC(=O)C(NC(=O)CNC(=O)c1ccccc1)c1ccc(C)cc1 (stereo not drawn)	-3.8	19.1

The listing (from the top)
SMILES	FXIa inh	FXIIa single
COc1cccc(CC(NC(C)=O)C(=O)NC2CCN(S(=O)(=O)c3ccc4ccccc4c3)CC2)c1 (stereo not drawn)	-2.0	-1.5
CCn1c(SCC(=O)Nc2cc(C)on2)nnc1-c1ccccc1	-1.7	2.6
Cc1ccc2[nH]c(-c3ccccc3)c(CN(C)C)c(=O)c2c1	24.7	-14.0
CCOCCCNC(=O)C(NC(=O)CNC(=O)c1ccccc1)c1ccc(C)cc1 (stereo not drawn)	-3.8	19.1
O=S(=O)(CCSc1nc2ccccc2o1)Cc1ccccc1	2.2	5.3
CCOC(=O)c1cnc(SC2CC(=O)N(c3ccc(C)cc3)C2=O)nc1N (stereo not drawn)	-3.2	12.8
CCOC(=O)C(CC)Sc1nc(-c2ccc(OC)cc2)nc2c1c(=O)n(C)c(=O)n2C (stereo not drawn)	0.4	0.7
Cc1cc(C)cc(OCc2nnc(SCC(=O)OC(C)C)o2)c1	11.3	8.6
CC1CC(=O)c2cnc(Nc3ccccc3)nc2C1 (stereo not drawn)	13.4	2.9
O=C(Cc1sc(-c2ccccc2)nc1-c1ccccc1)Nc1ccccc1	20.5	-14.0
CCOC(=O)C1=NN(c2ccccc2)C2(S1)SC(C(C)=O)=C(C)N2c1ccccc1 (stereo not drawn)	-3.8	5.4
N#CC1=C(N)N(c2ccccc2)C(=O)C1	-2.0	5.6
COCCCNC(=O)c1ccc(Cn2c(=O)c3ccccc3n(Cc3ccccc3C#N)c2=O)cc1	2.4	0.5
CCc1ccc(C(=O)Cn2ncc(Cl)c(Cl)c2=O)cc1	-0.2	8.7
Cc1ccc(SCC(=O)N(Cc2nc(-c3ccccc3)no2)C(C)C)cc1	3.5	0.6
COc1cc(-c2csc(N3CCOCC3)n2)cc(OC)c1OC	1.6	-12.4
CC1CCc2sc3c(c2C1)c1ncnn1c(=O)n3CC(=O)c1ccc(Br)cc1 (stereo not drawn)	5.9	6.5
O=c1cc(N2CCN(c3ccc(F)cc3)CC2)[nH]c(=O)n1Cc1ccc(F)cc1	-14.8	-10.6
C=CCN1C(=O)NC2(O)C(=O)c3ccccc3C12O (stereo not drawn)	-10.8	8.1
CCOc1ccc(NC(=O)CSCC(=O)O)cc1	0.2	8.3

Two entries drawn at random from the list so far:
SMILES	FXIa inh	FXIIa single
CC1CC(=O)c2cnc(Nc3ccccc3)nc2C1 (stereo not drawn)	13.4	2.9
Cc1ccc(SCC(=O)N(Cc2nc(-c3ccccc3)no2)C(C)C)cc1	3.5	0.6

Following part.
SMILES	FXIa inh	FXIIa single
CN(C(=O)c1ccncc1)c1nnc(-c2cnccn2)s1	-2.8	7.3
COC(=O)c1oc2ccc(Cl)cc2c1N	-8.9	0.2
Cc1ccc(S(=O)(=O)Nc2cccc3cccnc23)cc1	-1.9	-5.5
Cc1cccc2cc(COC(=O)c3ccccn3)c(=O)[nH]c12	-0.5	8.4
O=C(Nc1ccccc1)NC1CCCCC1	7.7	1.7
O=C(Cn1[nH]c(=O)c2ccccc2c1=O)NC1CCCCCC1	13.5	-6.8
O=C(COc1cccc(Cl)c1)Nc1ccc(N2CCOCC2)cc1	-8.4	1.1
CN(C)c1nc(C#N)nc(N2CCOCC2)n1	3.6	5.6
Cc1cccc(N2C(=O)CS/C2=N\NC(=O)c2ccc(Cl)cc2)c1C	-4.0	1.9
COc1ccc(N(C(=O)c2ccco2)C(C(=O)NC2CCCC2)c2cccs2)cc1OC (stereo not drawn)	-0.6	25.3

In another format: results already given
CC1CCc2sc3c(c2C1)c1ncnn1c(=O)n3CC(=O)c1ccc(Br)cc1 (stereo not drawn)
  FXIa inh: 5.9; FXIIa single: 6.5

O=c1cc(N2CCN(c3ccc(F)cc3)CC2)[nH]c(=O)n1Cc1ccc(F)cc1
  FXIa inh: -14.8; FXIIa single: -10.6

C=CCN1C(=O)NC2(O)C(=O)c3ccccc3C12O (stereo not drawn)
  FXIa inh: -10.8; FXIIa single: 8.1

CCOc1ccc(NC(=O)CSCC(=O)O)cc1
  FXIa inh: 0.2; FXIIa single: 8.3

Following part.
SMILES	FXIa inh	FXIIa single
Cc1ccc(C)c(CSc2nnc(-c3cccs3)n2Cc2ccco2)c1	8.4	5.2
COc1cc(C(=O)Nc2ccc(O)cc2)ccc1OC(C)=O	0.4	9.0
O=C(NS(=O)(=O)c1ccc2c(c1)OCCO2)c1ccccc1	-3.7	-2.5
CN=C1SC(CC(=O)Nc2ccc(C(=O)O)cc2)C(=O)N1C (stereo not drawn)	0.7	11.5
CCOC(=O)C1C2C=CC3(CN(c4cccc(Cl)c4)C(=O)C13)O2 (stereo not drawn)	3.5	8.9
Cc1cc(NC(=O)CSc2nnc(-c3cccnc3)n2N)no1	6.4	6.1
CCCNC(=O)c1cc(C)no1	-0.8	1.6
COC(=O)Cc1ccc(NC(=O)c2ccc(C)c(C)c2)cc1	0.8	-5.2
CCOC(=O)COc1ncn(-c2ccccc2)n1	3.5	-2.2
Cc1ccc(Nc2nc(C(=O)N3CCC(C(=O)NCCN4CCOCC4)CC3)cs2)cc1	3.7	0.8
COC(=O)c1c(NC(=O)C2CC=CCC2C(=O)O)sc(C)c1C (stereo not drawn)	12.1	-8.3
Cc1c(C(=O)Nc2ccc(F)c(F)c2)oc2ccc(S(=O)(=O)N3CCCCC3)cc12	1.2	7.2
O=C1c2cccc3cccc(c23)C(=O)N1c1ccc2ncccc2c1	-3.9	-1.7
CC1CN(S(=O)(=O)N(C)C)CCN1S(=O)(=O)N(C)C (stereo not drawn)	11.7	-11.8
Cc1cccc(CCNS(=O)(=O)c2ccc(S(=O)(=O)N3CCC(C)CC3)cc2)c1	2.8	-10.7
Cc1ccc(N/C(CSC(N)=O)=N/S(=O)(=O)c2ccccc2)cc1	-5.9	5.7
COc1ccc(NC(=O)NS(=O)(=O)c2ccc(C)cc2)c(OC)c1	4.4	9.9
CC(c1ccco1)N(C(=O)COc1ccc(Cl)cc1Cl)c1ccccn1 (stereo not drawn)	3.1	0.7
CS(=O)(=O)N1CCN(C(=O)C(Sc2ccccc2)c2ccccc2)CC1 (stereo not drawn)	1.3	4.8
Cc1nc(CN2CCN(C(=O)NC3(c4ccccc4)CC3)CC2)cs1	5.5	19.8

As entered above.
COc1ccc(NC(=O)NS(=O)(=O)c2ccc(C)cc2)c(OC)c1 in FXIa inh is listed with 4.4
CC(c1ccco1)N(C(=O)COc1ccc(Cl)cc1Cl)c1ccccn1 (stereo not drawn) in FXIa inh is listed with 3.1

Later entries.
SMILES	FXIa inh	FXIIa single
N#Cc1nc(COc2ccccc2F)oc1NCCc1ccccc1	5.7	3.1
Cc1ccc(NC(=O)CN(C)S(=O)(=O)c2cccs2)cc1C	-0.1	2.6
CCn1cc(/C=C(/C#N)S(=O)(=O)c2ccccc2)cn1	-5.9	6.1
CC(CS(=O)(=O)c1ccc2ccccc2c1)N1CCN(C2CCCCC2)CC1 (stereo not drawn)	-2.6	3.6
COc1ccc(Cl)cc1NS(=O)(=O)c1ccc(OC)c(OC)c1	-2.3	-0.1
COc1ccc(CCN2CC(C(=O)O)CC2=O)cc1OC (stereo not drawn)	-5.7	3.9
COc1ccc(NC(=O)Nc2nnc(-c3ccccc3SCc3ccccc3)s2)cc1	1.7	6.8
O=S1(=O)CC(O)C(Nc2ccccc2)C1 (stereo not drawn)	-1.6	3.4
CCS(=O)(=O)Nc1ccc(Cc2ccncc2)cc1	-2.4	2.7
CCOC(=O)c1ccc2c(c1)nc(C)n2CC	-3.1	2.0
COc1ccc(NS(=O)(=O)c2ccc(-n3nnc4ccccc43)c([N+](=O)[O-])c2)cc1	5.3	10.0
Cn1c(-c2ccccc2)cnc1SCC(N)=O	-4.1	1.7
COc1ccc(C(=O)N2CCCC(c3nc(-c4cc(OC)c(OC)c(OC)c4)no3)C2)cc1 (stereo not drawn)	-6.3	0.0
O=C(/C=C/c1ccccc1)NC(=S)NNC(=O)c1ccco1	1.1	3.6
COc1ccc(CNC(=O)COC(=O)c2cnccn2)cc1	11.3	5.2
CN(C)C(=O)CSc1nc(-c2ccccc2)nc2c1CCCC2	-4.0	8.8
OC(COc1ccccc1)CN1CCOCC1 (stereo not drawn)	-3.8	-12.4
O=C(NCc1ccccc1)C(c1ccncc1)N(C(=O)c1csnn1)C1CC1 (stereo not drawn)	-10.3	2.9
CC(=O)c1cc(F)c(N2CCN(C(=O)C(C)(C)C)CC2)cc1C	1.1	10.3
Cc1nc(NC(=O)c2ccccc2)sc1-c1csc(NCc2ccccc2)n1	-8.8	6.0
CC(C)n1nnnc1SCC(=O)NCCc1ccccc1	-4.7	4.1
COc1ccc([C@@H]2Sc3cc(OC)ccc3N(CCN(C(C)C)C(C)C)C(=O)[C@H]2OC(C)=O)cc1	-1.2	4.5
CCCC(=O)Nc1cccc(Oc2nc(C)cc(C)c2C#N)c1	7.7	5.4
O=C1CSC(c2ccc3c(c2)OCO3)N1c1ccc(Oc2ccccc2)cc1 (stereo not drawn)	5.6	2.8
CCc1ccc(NC(=O)CSc2nnc(CC)c(CC)n2)cc1	22.1	-11.2
Nc1c(C(=O)c2ccc(F)cc2)oc2ccccc12	1.7	10.1
CCN(CC)C(=O)CSc1nnc(-c2ccc(S(=O)(=O)N3CCCC3)cc2)o1	-11.3	1.8
Cc1cc(NCC(C)C)n2ncnc2n1	-7.4	5.8
COC(=O)C1(C#N)C(c2ccccc2)C1(C(=O)OC)C(=O)OC (stereo not drawn)	-0.6	2.7
CCOCCNC(=O)c1ccc2c3c(cccc13)CC2	-2.0	8.1
O=C(C1CN(S(=O)(=O)c2ccccc2)CCN1S(=O)(=O)c1ccccc1)N1CCCCCC1 (stereo not drawn)	6.3	5.5
COc1ccc(NC(=O)c2ccc(-n3nc(C)c[n+]3[O-])cc2)cc1	-0.5	6.1
COc1ccccc1CC(NC(C)=O)C(=O)N1CCN(C(=O)Nc2ccccc2Cl)CC1 (stereo not drawn)	1.7	3.0
CC(=O)Oc1ccc(NC(=O)CCC2CCCCC2)c(C(=O)O)c1	5.4	2.0
COc1ccc(Cc2nc(-c3ccccn3)no2)cc1	-1.5	4.5
O=S(=O)(Nc1ccc2c(c1)OCO2)c1ccccc1	-12.4	-2.2
Cc1cc(=O)cc(C)n1-c1ccccc1N1CCOCC1	-0.8	5.5
O=S(=O)(NCc1csc(-c2cccnc2)n1)c1ccc(Cl)s1	-4.1	11.0
CC1(C)CC(=O)C(/C=N/c2ncccc2C(=O)O)=C(O)C1	9.7	6.0
CCCCNC(=O)COC(=O)c1ccc(Cl)c(S(N)(=O)=O)c1	-8.9	5.5
CCN(CC)C(=O)CSc1nc2sc(C)c(C)c2c(=O)[nH]1	5.4	4.7
COc1ccc(CC(C)N2CCN(c3cccc(C(F)(F)F)c3)CC2)cc1OC (stereo not drawn)	10.6	11.7
CC1(C)Oc2ccc3ccc(=O)oc3c2/C(=C/NCCN/C=C2\C(=O)C(C)(C)Oc3ccc4ccc(=O)oc4c32)C1=O	1.4	3.9
Cc1cccc(Cl)c1OCCCCn1ccnc1	0.9	5.1
COC(=O)c1c(NC(=O)CCCC(=O)O)sc2c1CCC2	16.8	-9.2
O=C(CSC1=NCCS1)Nc1ccc(S(=O)(=O)NC2CCCCC2)cc1	1.4	6.8
CCOC(=O)c1cccc(NS(=O)(=O)c2ccc(NC(C)=O)cc2)c1	-8.9	10.7
CCn1cc(C(=O)N[C@H](C)c2ccccc2)c(=O)c2cc(F)c(N3CCN(C)CC3)cc21	23.9	-12.5
COc1cc(CNc2ccccc2SC)cc(OC)c1OC	-5.5	7.6
CN(Cc1cc(=O)[nH]c2ccccc12)C(=O)c1ccccc1	0.4	7.3

Later entries:
SMILES	FXIa inh	FXIIa single
O=C(c1ccccc1)[C@H]1[C@H](c2ccccc2)[C@@]2(N=C(c3ccccc3)OC2=O)C2c3ccccc3C=NN21 (stereo partly drawn)	-9.1	11.4
CC(C)CCN1C(=O)c2ccc(-c3nc4ccccc4c(=O)o3)cc2C1=O	-1.1	7.4
Cc1cc(C)nc(Nc2nc(=O)c3ccccc3s2)n1	7.9	4.0
COc1ccc2c(Cl)c(-c3nnco3)sc2c1	-2.7	7.4

From PubChem

Not all compounds are listed (hit frequency here may not be typical).
